# Screening results: PubChem BioAssay, several laboratories
# NTR1 ag: agonists of NTR1, primary screen, imaging, U2OS cells, beta-arrestin-GFP, high content (AID 493036). Neurotensin receptor type 1 (Homo sapiens), P30989. NTR1-U2OS beta-arrestin-GFP spot imaging, agonist mode. activation, % at 20 µM. hit rate 0.17% among 330,000;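 active = activation at or above 40% of the spot to cytoplasm intensity ratio, with at least 20 cells analyzed; inconclusive = wells under 20 cells, flagged as cytotoxic or low count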;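 also: 0% = DMSO without peptide and 100% = 100 nM NTR1 peptide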
# Target sequence (P30989 whole entry, looked up): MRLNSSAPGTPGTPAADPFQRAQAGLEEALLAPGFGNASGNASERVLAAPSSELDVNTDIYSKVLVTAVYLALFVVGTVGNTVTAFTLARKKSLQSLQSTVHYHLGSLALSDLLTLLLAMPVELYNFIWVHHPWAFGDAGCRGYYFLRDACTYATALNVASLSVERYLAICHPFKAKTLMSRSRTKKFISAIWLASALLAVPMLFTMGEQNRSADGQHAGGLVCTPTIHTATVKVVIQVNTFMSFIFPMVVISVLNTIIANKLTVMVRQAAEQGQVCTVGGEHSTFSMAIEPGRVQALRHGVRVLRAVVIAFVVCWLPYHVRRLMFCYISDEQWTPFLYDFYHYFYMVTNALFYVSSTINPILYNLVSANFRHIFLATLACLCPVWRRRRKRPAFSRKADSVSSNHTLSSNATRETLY
# Myeloid diff MLP: induction of myeloid progenitor differentiation, primary screen, cell-based, flow cytometry, MLPCN library; AID 624256, 2012; hit rate 1% among 360,000; calls only at 10 µM; ER-HoxA9 myeloid progenitors, lysozyme-GFP differentiation;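 active = normalized GFP-positive differentiation at or above the plate's own cutoff, the solvent-only control mean plus 3 SD; inconclusive = no clear call, values can overlap the other calls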;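 also: cells exposed to compound for four days before flow analysis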
# Salmonella PhoP GFP: inhibitors of PhoP regulon expression, primary screen, Salmonella Typhimurium, GFP reporter (AID 1863). inhibition, % at 50 µM; hits with a dose series show IC50 in µM. hit rate 0.16% among 300,000. S. Typhimurium PhoP-regulated promoter GFP reporter, 4 h; higher % means a stronger effect;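 active = inhibition over 29.93%, a cutoff 3 SD above the screen mean, later confirmed by dose response; inconclusive = inhibition over 29.93% but no dose response follow-up; inactive = inhibition at most 29.93% or unconfirmed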;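 also: 0% = low Mg2+ inducing control and 100% = high Mg2+ repressing control; strong numbers were not always called active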
# HIV peptide binding: inhibitors of HIV fusion peptide binding, primary screen, biochemical, uHTS, fluorescence dequenching (AID 1986); cell-free peptide binding, fluorescence dequenching, 30 min; higher % means a stronger effect; inhibition, % at 20 µM; hits with a dose series show IC50 in µM; hit rate 0.3% among 290,000; in the data active = inhibition mostly above about 52%, no sharp cut-off; inactive = mostly below about 76%; also: some results filed as inactive read as strong as hits
# Siah-1 displacement: Siah-1 peptide-binding antagonists, primary screen, biochemical, fluorescence polarization, rhodamine-plectin, uHTS (AID 1817); E3 ubiquitin-protein ligase SIAH1 (Homo sapiens); Siah-1 / rhodamine-plectin peptide fluorescence polarization; higher % means a stronger effect; displacement, % at 20 µM, or IC50 in µM where a hit was titrated; hit rate 0.02% among 290,000;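 active = displacement of at least 50% at 20 µM, with a fluorescence ratio check between 0.3 and a set limit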;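 also: plate controls were Siah plus tracer with DMSO for no effect and tracer alone without Siah for full effect; strong numbers were not always called active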
# MgcRacGAP inhibition: MgcRacGAP GTPase-activating activity inhibitors, confirmation, biochemical, ADP Hunter fluorescence | Rac GTPase-activating protein 1 (Homo sapiens) | MgcRacGAP-stimulated Rac1 GTP hydrolysis, ADP Hunter fluorescence; higher % means a stronger effect; GST-tagged Rac1 F28L mutant substrate | inhibition, % at 30 µM, or IC50 in µM where a hit was titrated | hit rate 0.6% among 340,000 | AID 624330, 2012;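 active = first-screen hits whose inhibition reached a set limit at any dose in the follow-up dose series; inconclusive = inhibition above the set first-screen limit but never retested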;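 also: fluorescence reports GDP produced by GAP-driven GTP hydrolysis; strong numbers were not always called active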
# GPR55 LPI antagonism: GPR55 antagonists blocking LPI-driven arrestin recruitment, primary screen, imaging, U2OS, beta-arrestin-GFP, LPI agonist (AID 2013) | G-protein coupled receptor 55 (Homo sapiens) | U2OS GPR55 beta-arrestin-GFP translocation imaging, LPI antagonism; higher % means a stronger effect | inhibition, % at 10 µM, or IC50 in µM where a hit was titrated | hit rate 0.13% among 290,000;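 active = spots per cell inhibited over 60%, with over 100 cells counted and total cytoplasm intensity under 500,000; inconclusive = wells with under 100 cells, flagged as likely toxic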;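 also: U2OS cells stably carrying GPR55 and arrestin-GFP stimulated by 5 µM LPI near EC80; imaged beta-arrestin-GFP aggregate spots per cell after agonist stimulation; plate controls were LPI-stimulated DMSO wells for no effect and DMSO wells without LPI for full effect; some results filed as inactive read as strong as hits; confirmed hits need IC50 under 10 µM and bright autofluorescent wells are also inconclusive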
# GPR35 antagonists: GPR35 antagonists blocking zaprinast-driven arrestin recruitment, primary screen, imaging, U2OS, beta-arrestin-GFP, zaprinast agonist (AID 2058); U2OS GPR35 beta-arrestin-GFP translocation imaging, zaprinast antagonism; higher % means a stronger effect; G-protein coupled receptor 35 (Homo sapiens); hit rate 0.052% among 290,000; inhibition, % at 10 µM, or IC50 in µM where a hit was titrated;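 active = inhibition of at least 50% with at least 30 cells and total cytoplasm GFP at most 10,000,000; inconclusive = under 30 cells or total GFP of 10,000,000 plus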
# LYP phosphatase: inhibitors of LYP phosphatase, biochemical, fluorescence intensity, uHTS (AID 1779) | recombinant LYP phosphatase, fluorescence intensity; higher % means a stronger effect | inhibition, % at 11.5 µM; hits with a dose series show IC50 in µM | hit rate 0.054% among 290,000; in the data active = inhibition above about 50%;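 also: plate controls were vehicle with enzyme for no effect and no enzyme for full effect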
# NTR1 ag cell count 20 µM: recorded beside NTR1 ag, whose call it bears; cell count; measured here: cell count, cytotoxicity flag
# Myeloid diff MLP GFP+ MAC1+ %: also measured in Myeloid diff MLP; calls as there; GFP+ MAC1+ double positive, %; measured here: differentiation confirmed by MAC1 staining
# The depositor's hits bear a star; i = inactive; ? = inconclusive; . = no result given.
SMILES,NTR1 ag,NTR1 ag cell count 20 µM,Myeloid diff MLP,Myeloid diff MLP GFP+ MAC1+ %,Salmonella PhoP GFP,HIV peptide binding,Siah-1 displacement,MgcRacGAP inhibition,GPR55 LPI antagonism,GPR35 antagonists,LYP phosphatase
Cc1ccn2c(Nc3ccccc3C)c(-c3cccnc3)nc2c1,1.0,67,i,0.2,-11%,-0.8%,-3%,15%,8%,-8%,-2%
CCC1Oc2ccc(C)cc2N(CC(=O)N(Cc2ccc(C)o2)C2CCCC2)C1=O (centres undefined),-1.3,53,i,1.5,9%,3.1%,0%,3%,6%,-13%,8%
Cc1nc(CN(C)Cc2nc(Cc3ccccc3Cl)no2)cs1,0.6,59,i,0.3,-4%,1.2%,19%,-4%,11%,14%,-4%
Cn1nc(OC(=O)Nc2ccc(F)cc2)cc1C(F)(F)F,-1.3,64,i,1.3,5%,-0.4%,-1%,4%,2%,-11%,-7%
CS(=O)(=O)N1CCN(c2nnc(-c3ccccc3)c3ccccc23)CC1,-1.7,87,i,1.1,-2%,-3.3%,0%,3%,-6%,-2%,-6%
CCN(CC)C(=O)C1=C(C)Nc2nnnn2C1c1cccnc1 (centres undefined),-0.1,54,i,0.9,10%,-1.6%,0%,3%,2%,-9%,-3%
CCOC(=O)c1ccc(-n2c(C)nc3ccccc3c2=O)cc1,-0.5,45,i,0.9,-5%,3.2%,-3%,9%,13%,4%,-2%
O=C(N/N=C/c1ccc(O)c([N+](=O)[O-])c1)C1CC1(c1ccccc1)c1ccccc1 (centres undefined),4.0,84,i,0.3,-6%,47%,0%,4%,3%,-6%,6%
CC(Sc1nc2ccccc2c(=O)n1C)C(=O)N(C)C1CCCCC1 (centres undefined),3.0,59,i,1.8,-9%,.,.,9%,.,.,.
Cc1ccc(-c2nnn(CC(=O)N3C(C)CCCC3C)n2)cc1 (centres undefined),1.8,62,i,1.0,-3%,0.7%,4%,-1%,-6%,-8%,-6%
O=C(CN1C(=O)c2cccc3cccc(c23)C1=O)N1CCN(c2ccccn2)CC1,0.2,97,i,0.7,-6%,0.1%,2%,1%,-2%,-8%,-12%
NC(=O)c1ccc(Br)c(S(=O)(=O)N2CCCCC2)c1,1.3,78,i,1.0,-8%,0.1%,4%,9%,10%,-13%,-8%
Cc1ccc(OCC(=O)c2c(O)c3ccccc3oc2=O)cc1C,0.0,41,i,0.8,-9%,3.4%,8%,11%,25%,26%,-3%
CN1CCN(Cc2nc3c(c(=O)n(C)c(=O)n3C)n2CCCc2ccccc2)CC1,1.0,79,i,0.2,2%,-1.7%,-2%,5%,-4%,-1%,-8%
C=CC[N@@+]12CC[C@]34c5ccccc5N5/C=C6\C7N(/C=C(\C53)[C@@H](C[C@@H]41)/C(=C/CO)C2)c1ccccc1[C@@]71CC[N@@+]2(CC=C)C/C(=C\CO)[C@@H]6C[C@@H]12 (some centres undefined),3.3,59,i,1.4,-4%,.,.,3%,.,.,.
O=C(N/N=C/c1ccc(OC2CSC2)cc1)c1ccc(CN2CCOCC2)cc1,0.6,55,i,0.0,8%,-1.1%,16%,2%,-11%,14%,-3%
CCOC(=O)C1=C(N)Oc2c(c(=O)[nH]c3ccccc23)C1c1ccccc1 (centres undefined),-6.9,83,i,1.0,-1%,1.2%,5%,-2%,0%,10%,-5%
O=C(COc1ccc(/C=N/NS(=O)(=O)c2ccccc2)cc1)NCc1ccccc1,0.8,40,i,0.5,6%,-0.5%,-2%,12%,7%,8%,-6%
COc1cccc(-c2csc(N3CCN(Cc4ccccc4)CC3)n2)c1,3.6,82,i,0.6,4%,-0.1%,-2%,4%,-7%,-17%,7%
N#C/C(=C\c1ccc(O)c(O)c1)S(=O)(=O)c1ccccc1,0.4,95,i,0.5,-6%,42%,3%,?,-5%,4%,0%
Cc1ccc(C(=O)NCC(=O)N2CCN(c3ccccc3)CC2)cc1,-1.1,74,i,0.5,-8%,-0.5%,1%,8%,-11%,22%,-6%
COC(=O)CSc1nc(C)c(Oc2ccccc2)c(=O)[nH]1,-0.3,60,i,0.2,12%,3.1%,-3%,6%,9%,8%,-12%
COc1ccc(/C=C/C(=O)Nc2ccccc2C(=O)NCC(c2ccc(OC)cc2)N(C)C)cc1 (centres undefined),3.6,41,i,1.1,-2%,3.2%,1%,6%,2%,-16%,2%
Cc1ccc(CN2CC(C(=O)N3CCN(S(=O)(=O)c4ccc(C(C)C)cc4)CC3)CC2=O)cc1 (centres undefined),3.2,54,i,0.5,0%,.,.,6%,.,.,.
COc1ccc(-c2nnc(SCC(=O)N3CCN(c4ccccc4)CC3)o2)cc1OC,12,33,i,3.3,-12%,2.4%,-3%,-7%,10%,0%,3%
O=C1N(Cc2cccnc2)C[C@@H]2C[C@@H](c3ccc(C(F)(F)F)cc3)N3CCC[C@@]123,0.8,92,i,0.5,-5%,-0.1%,-2%,5%,9%,21%,-6%
CCOc1ccccc1N1CC(C(=O)N(C)Cc2cccnc2)CC1=O (centres undefined),0.3,34,i,0.4,8%,-1.5%,-3%,4%,4%,-1%,-10%
O=C(C1CC1)N1CCN=C1SCc1ccc(F)cc1,-0.7,51,i,1.3,-6%,0.8%,-2%,-1%,6%,13%,2%
CCC1CN(C(=O)N2CCC(C(=O)NCCc3ccc(OC)cc3OC)CC2)c2ccccc2O1 (centres undefined),1.8,66,i,0.5,-1%,0.3%,7%,5%,8%,8%,-10%
CCOC(=O)c1c(NC(=O)CSc2nnc(-c3ccccc3C)n2C)sc(C(C)=O)c1C,2.3,59,i,2.4,-3%,7.4%,0%,9%,-2%,-9%,2%
CC(NC(=O)CCC(=O)NCc1ccc(F)cc1)c1ccccc1 (centres undefined),0.5,72,i,0.5,-4%,-0.5%,3%,12%,11%,0%,-8%
COc1ccc(OC)c(Nc2nc(NCCCN(C)C)nc(N)c2[N+](=O)[O-])c1,17,35,i,1.2,-3%,-0.4%,-2%,7%,26%,24%,-7%
COc1ccc(OC)c(-n2c(=S)[nH]c3cc(C(=O)N(C)Cc4ccccc4)ccc3c2=O)c1,0.2,57,i,0.3,-4%,-2.2%,13%,7%,20%,2%,1%
Cc1c(C(=O)N2CCCC2)sc(NC(=O)c2cccc(Cl)c2)c1C#N,1.6,49,i,8.7,-1%,10%,1%,9%,-3%,-4%,2%
COc1ccc(C(=O)NCCNc2ncc(C(F)(F)F)cc2Cl)cc1[N+](=O)[O-],1.6,66,i,5.9,-5%,-0.6%,4%,2%,-2%,13%,-5%
Cc1nn(C(C)C(=O)NCc2ccccc2F)c(=O)c2nn(-c3ccccc3)c(C)c12 (centres undefined),0.0,50,i,0.8,6%,0.2%,6%,8%,2%,-1%,-3%
C/C(=N\NC(N)=O)c1cc(Cl)cc(Cl)c1O,-0.5,35,i,0.6,-7%,1.5%,10%,.,-1%,4%,-3%
O=C(Nc1ccccc1C(=O)NC(Cc1ccccc1)C(=O)NC1CCCCC1)c1ccccc1 (centres undefined),4.5,50,i,0.2,0%,-1.7%,10%,7%,9%,4%,7%
COc1ccccc1-c1c(C)oc2cc(OC(=O)c3ccco3)ccc2c1=O,3.4,51,i,0.5,-5%,3.3%,1%,-1%,16%,-3%,1%
COc1ccc(N(CC(=O)Nc2ccc(C)c(C)c2)S(=O)(=O)c2c(C)n[nH]c2C)cc1,4.0,51,i,1.2,3%,-1.2%,0%,9%,0%,-3%,-6%
O=C(NC1CC2CCCC(C1)N2C(=O)Nc1ccccc1Cl)C1CC1 (centres undefined),1.1,69,i,1.5,2%,-1.2%,3%,12%,-9%,28%,-12%
Cc1ccc(Cn2c(C)c3cnn(CC(=O)NC4CCCC4)c(=O)c3c2C)cc1,0.0,57,i,1.6,.,2.9%,2%,7%,-13%,0%,4%
CCN=c1scc(C)n1/N=C/c1cc(Br)c(O)c(OC)c1,-1.1,64,i,0.4,-8%,9.9%,2%,25µM*,-15%,0%,7%
O=C(c1oc(=O)c2ccccc2c1-c1ccccc1)N1CCC(O)CC1,-0.2,49,i,1.1,18%,0.6%,1%,1%,6%,12%,-9%
O=C(c1cccs1)N1CCc2ccccc21,2.0,80,i,9.4,9%,2.3%,5%,-5%,8%,4%,2%
CCCCc1ccc(NC(=O)COc2ccc(C(=O)Nc3ccccc3OCC)cc2)cc1,0.4,53,i,0.9,-4%,1.1%,9%,6%,8%,-10%,-7%
Cc1ccc(C)c(-n2c(SCC(=O)N3CCCC3)nnc2-c2ccccn2)c1,2.0,56,i,0.1,1%,1.7%,0%,5%,4%,7%,-7%
C/C(=N/Nc1ncc(C(F)(F)F)cc1Cl)c1ccncc1,1.5,57,i,0.9,1%,-0.7%,-2%,.,12%,7%,-7%
Cc1ccc(C)c(S(=O)(=O)Nc2ccc(C(=O)NCC(c3ccco3)N3CCCCC3)cc2)c1 (centres undefined),0.0,78,i,1.1,12%,-1.3%,5%,5%,11%,-6%,-4%
COc1ccc(C(CNC(=O)c2cccc(NS(=O)(=O)c3ccccc3)c2)N(C)C)cc1 (centres undefined),1.1,51,i,1.1,6%,2.5%,10%,8%,20%,-6%,-9%
CN(Cc1c(C(=O)N/N=C/c2ccccc2F)nnn1-c1nonc1N)c1ccccc1,2.9,67,i,0.3,3%,-1.2%,-2%,0%,4%,-5%,8%
CCOC(=O)N1CCN(C(=O)CSc2nnc(-c3cc(OC)ccc3OC)o2)CC1,.,.,i,0.5,-13%,-1.1%,6%,8%,-9%,12%,-3%
COc1ccc(OCCCC(=O)N(C)CC(=O)Nc2ccccc2Cl)cc1,-0.7,60,i,2.3,-4%,0.1%,2%,3%,-8%,6%,-10%
